Assay outcomes from PubChem.
Lipid storage S3: qHTS Assay for Lipid Storage Modulators in Drosophila S3 Cells. Drosophila S3 cells, BODIPY lipid droplet fluorescence, 18-24 h; cells fed with added oleic acid. lipid storage change, negative = inhibition, % at the top dose, mostly 46.1 µM; hits show Potency in µM. hit rate 0.64% among 320,000; active means well fitted inhibition curve with a large enough effect in the signal ratio, with a control signal flat, not every such curve was filed as active; inconclusive means small, poorly fitted or top-dose-only effect, or effect the other way, or a change in a side signal; the % refers to the signal ratio
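Drosophila S3 cells loaded with oleic acid (400 uM, as added) and compounds at several concentrations; lipid droplets imaged by 488-nm laser-scanning cytometry, 500–530 nm intensity and object ratio to cell channel. Percent activity normalized to 20 uM Triacsin C.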
Lipid storage S3 cell count max: second read-out of Lipid storage S3, no call of its own (marks repeat the call); cell number change, %; measured here: cell count max response;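 cells counted by Cell Tracker Red CMTPX staining in the red channel; peak over a dose series mostly up to 46.1 µM; percent activity relative to internal control wells on each plate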
An asterisk follows results filed as active; i = inactive; u = inconclusive; x = not tested or not shown; [ ] = remark or other dose. On the % scale 0 is the no-effect control and ±100 the full control effect; potency means the concentration at half of the fitted maximal effect. Not all compounds are listed (hit frequency here may not be typical).

SMILES	Lipid storage S3	Lipid storage S3 cell count max
O=C(c1ccco1)N1CCN(C(=O)c2cc3ccccc3oc2=O)CC1	u	x
Cc1c(C)c2c(OCC(=O)NC3CC3)cc3c(c2oc1=O)CCC(C)(C)O3	-3.7%	12.3
O=C(c1c[nH]c(C(=O)C(Cl)(Cl)Cl)c1)c1ccccc1F	-19.6%	-11.6
CCOC(=O)c1cn2cccnc2n1	u	x
CCC(C)NC(=O)C(CCSC)NC(=O)c1ccccc1 (configuration not stated)	u	x
CCOC(=O)C1=C(C)OC(N)=C(C#N)C1c1cc2ccccc2nc1N1CCCCC1 (configuration not stated)	1.7%	11.8
CC(=O)Nc1cccc2c1C(=O)N(c1ccc(OC(C)=O)cc1)C2=O	-1.2%	11.6
COc1ccc(C2SCC(=O)N2CCCN(C)C)cc1 (configuration not stated)	u	x
O=C(O)c1cccc(N2C(=O)c3ccc(C(=O)c4cccc([N+](=O)[O-])c4)cc3C2=O)c1	-9.4%	-2.3
OC1(C#CCN2CCCC2)CCCCC1	u	x
CCOC(=O)CC(=O)CSc1ncnc2c1nnn2-c1ccc(OC)cc1	2.4%	-5.2
CC(CO)N1CCS(=O)(=O)CC1 (configuration not stated)	u	x
Cc1ccc(NC(=O)C(C)N2CCN(C)CC2)cc1S(=O)(=O)N1CCOCC1 (configuration not stated)	i	4.2
COc1cc2nc(CN(C)Cc3ccc(Cl)cc3)[nH]c(=O)c2cc1OC	u	x
CCOC(=O)C1=C(c2ccccc2)Nc2ncnn2C1c1cccc(OC)c1OC (configuration not stated)	u	x
O=C(COC(=O)c1cc(=O)[nH]c2ccccc12)Nc1nccs1	u	x
O=C(Nc1cccc(Cl)c1)O/N=C\c1ccncc1	u	x
c1ccc(-n2nnc3ccccc32)nc1	u	x
Cc1ccc(C(C)C)c(OCc2n[nH]c(=S)o2)c1	2.4%	-0.1
Cc1ccc(C)c(N2CCN(C(=O)C3CCCN(S(=O)(=O)c4c(C)noc4C)C3)CC2)c1 (configuration not stated)	u	x
CCCc1c(C)c2c(C)[nH]nc2oc1=O	u	x
CN1CCN(Cc2nc3c(c(=O)n(C)c(=O)n3C)n2CCCc2ccccc2)CC1	0.2%	0.5
COc1ccccc1OCC(=O)O	u	0.8
CCc1nc(SCC(=O)Nc2ccc(C(=O)O)cc2)n[nH]1	u	x
O=C(O)c1cccc(-n2cccc2/C=C2/NC(=O)N(c3ccc(Cl)cc3)C2=O)c1	u	x
O=C1C2CC=C(Cl)CC2C(=O)N1CCN1CCOCC1 (configuration not stated)	u	x
c1ccc(-c2nc3cnccn3c2Nc2ccc3c(c2)OCCO3)cc1	10.6%	-13.9
NC(=O)Cn1c(=O)n(Cc2ccccc2)c(=O)c2cccnc21	9.6%	10.2
COc1ccc(NC(=O)CSc2nnc(-c3ccc(C)cc3)n2N)cc1	u	x
O=C1CC(c2cccc(Oc3ccccc3)c2)NC(=O)N1 (configuration not stated)	u	x
Brc1ccc2oc3c(N4CCOCC4)ncnc3c2c1	u	x
Cc1ccc(NC(=O)c2cccc(C(=O)OC(C)C)n2)c(Br)c1	6.2%	9.1
CC(=O)N1CCc2cc(Br)cc(S(=O)(=O)N3CCCCCC3)c21	1.9%	-5.1
COCCN(C(=O)CNC(=O)c1ccco1)C(C(=O)NC1CCCCC1)c1cccs1 (configuration not stated)	10.1%	9.4
CCOC(=O)CSc1nnc(-c2cccnc2)o1	1.3%	-6.8
COc1ccccc1C(=O)NCC(=O)OCC(=O)Nc1cccc(S(=O)(=O)N(C)C)c1	u	x
COc1ccc(O)c(-c2cc(-c3ccccc3Cl)[nH]n2)c1	3.66µM*	-20.4*
CCN1CCN(CCC(=O)Nc2cc(C)ccc2C)CC1	1.2%	-10.2
Cc1cc(C)cc(NS(=O)(=O)c2ccc3oc(=O)ccc3c2)c1	u	x
COc1ccc(OC)c(N=Cc2c(O)[nH]c3ccccc23)c1	u	x

Some of these compounds in order of formula weight, low to high.
SMILES	Lipid storage S3	Lipid storage S3 cell count max
CCN1CCN(CCC(=O)Nc2cc(C)ccc2C)CC1	1.2%	-10.2
COc1ccc(O)c(-c2cc(-c3ccccc3Cl)[nH]n2)c1	3.66µM*	-20.4*
Cc1ccc(NC(=O)c2cccc(C(=O)OC(C)C)n2)c(Br)c1	6.2%	9.1
COCCN(C(=O)CNC(=O)c1ccco1)C(C(=O)NC1CCCCC1)c1cccs1 (configuration not stated)	10.1%	9.4
COc1ccccc1C(=O)NCC(=O)OCC(=O)Nc1cccc(S(=O)(=O)N(C)C)c1	u	x

The list continues:
SMILES	Lipid storage S3	Lipid storage S3 cell count max
Cc1onc(-c2ccccc2Cl)c1C(=O)OCC(=O)Nc1ccc2c(c1)OCO2	u	x
CCOc1cc(/C=C2/C(=N)N3N=C(CC)SC3=NC2=O)ccc1OC(=O)c1ccco1	3.5%	6.1
COC(=O)c1nnn(Cc2ccccc2)c1N	u	x
COc1ccc(CN2C(=O)N(c3ccccc3)C(=O)C2CC(=O)Nc2ccccc2)cc1OC (configuration not stated)	-0.2%	11.0
CCCCN(NC(C)=O)c1nc(Cl)nc(NC(C)C)n1	u	x
COC(=O)C1=CN(Cc2cccs2)C=C(C(=O)OC)C1c1cccc(Cl)c1	0.9%	-7.1
CCc1nc(SCC(=O)Nc2ccc(F)cc2)c2c(=O)n(C)c(=O)n(C)c2n1	-28.8%	7.1
O=C(NCc1ccccc1Cl)c1cccc(OC2CCN(C(=O)C3CC3)CC2)c1	-11.7%	x
O=C1CN(c2nnnn2-c2ccccc2)CCN1	i	x
Cc1csc(NC(=O)C2CCCO2)n1 (configuration not stated)	u	x
Cc1cnc(NC(=O)Cc2cccs2)s1	u	x
O=C(COc1ccc(Cl)cc1Cl)NC(=S)Nc1ccccc1C(=O)O	-2.0%	5.7
C=CCn1c(SCc2nc3ccccc3nc2C)nnc1-c1ccoc1C	11.7%	-18.3
O=C(/C=C/c1cccc([N+](=O)[O-])c1)N1CCN(S(=O)(=O)c2cccs2)CC1	u	x
COc1ccc(/C=N/NC(=O)c2ccc3ccccc3c2)cc1OS(=O)(=O)c1ccc(NC(C)=O)cc1	-6.3%	x
COCCNC(=O)CCC1CCN(C/C=C/c2ccccc2OC)CC1	u	x
Nc1ccccc1C#Cc1ccccc1	11.5%	-24.8
CC(C)(C)c1cc(NC(=O)C2CCCO2)no1 (configuration not stated)	u	x
Fc1ccc(-c2n[nH]c(=S)n2-c2ccc3c(c2)OCCO3)cc1	u	x
COc1cccc(NC(=O)C2CCN(Cc3cnn(-c4ccccc4)c3-n3cccc3)CC2)c1	u	x
C=C(C)c1cccc(C(C)(C)NC(=O)NC(c2ccccc2)c2ccc(OC)cc2)c1 (configuration not stated)	u	x
COC(=O)c1ccc(N/C(=N/S(=O)(=O)c2ccccc2)c2ccccc2)cc1	-3.2%	-2.7
COc1ccc(Br)cc1/C=C(\C(=O)O)c1ccc(S(=O)(=O)N2CCCCC2)s1	u	x
COC(=O)c1ccc(COC(=O)CNS(=O)(=O)c2ccccc2)cc1	u	x
CCCn1nc(C(=O)Nc2ccc3c(c2)OCO3)c2ccccc2c1=O	u	x
O=C(NCc1ccc2c(c1)OCO2)c1ccccc1	u	x
Cc1cc(C)nc(SCc2ccc(C(=O)N/N=C/c3ccco3)cc2)n1	u	x
O=C(NCCNC1CCC(c2ccccc2)CC1)c1cccs1 (configuration not stated)	12.8%	1.1
CC1CN(C(=O)CCC(=O)N2CCCCC2)c2ccccc2O1 (configuration not stated)	-25.5%	0.9
CN(C)c1ccc(/C=C2\N=C(C(C)(C)C)OC2=O)cc1	u	x
Cc1ccc(S(=O)(=O)NCCC(=O)NCCSc2ccc(Br)cc2)cc1	u	x
CC(NS(=O)(=O)c1ccccc1)c1n[nH]c(=S)n1-c1ccccc1 (configuration not stated)	-2.5%	7.0
S=C(NCCc1ccccc1)N1CCCCC1	u	x
O=C(NNS(=O)(=O)c1ccc(Cl)cc1)c1cccs1	15.2%	6.8
COc1cc(C(=O)NCCC(=O)N2CCN(C)CC2)cc(OC)c1OC	u	x
COCCNC(=O)CN(C(=O)CCC(=O)Nc1cc(C)on1)c1cccc(C)c1C	15.9%	2.4
CN(CC1CCOCC1)C(=O)CC1C(=O)NCCN1CC1CCCCC1 (configuration not stated)	5.4%	16.3
COc1cc2nc(CSc3ncn[nH]3)[nH]c(=O)c2cc1OC	0.5%[9.22 µM]	-1.6
Cc1ccc(/C=C/c2ccc(=O)n(Cc3ccc(F)cc3)n2)cc1	18.7%	-24.0
O=C(NCCN1CCOCC1)c1cc2ccccc2[nH]1	1.4%	2.9
CCOC(=O)c1sc(NC(=O)CSC(=S)N2CCN(C)CC2)nc1C	-0.5%	-7.1
O=C(NCc1nnc(SCC(=O)N2CCOCC2)o1)c1ccccc1F	2.7%	1.0
CCCCc1ccc(S(=O)(=O)NCCCN2CCCC2=O)cc1	17.7%	6.6
CCCCn1c(=O)[nH]c(=O)c2c1nc(-c1cc(Cl)c(OC)c(OC)c1)n2C	u	x
O=C(CSc1nc(C2CCCCC2)n(-c2ccccc2)n1)NCC(F)(F)F	-2.8%	-11.9
Cc1nc2ccccc2c(=O)n1NC(=O)c1ccc([N+](=O)[O-])cc1Cl	0.8%	-0.9
CCOC(=O)c1cnc(SCC(=O)NCc2ccco2)nc1N	u	x
CC(C)NC(=O)CC1Nc2c3ccccc3nc(=S)n2C1=O (configuration not stated)	-6.1%	x
COc1cc2nc(NC(=O)c3ccc(Cl)cc3)[nH]c(=O)c2cc1OC	u	x
CCOc1ccc(S(=O)(=O)NCc2ccccn2)c(C)c1C	-4.0%	-18.3

Sorted by value in Lipid storage S3 cell count max (largest number first): three of the compounds above
mol,Lipid storage S3 cell count max
COc1ccc(CN2C(=O)N(c3ccccc3)C(=O)C2CC(=O)Nc2ccccc2)cc1OC (configuration not stated),11.0
O=C(NCc1nnc(SCC(=O)N2CCOCC2)o1)c1ccccc1F,1.0
Cc1nc2ccccc2c(=O)n1NC(=O)c1ccc([N+](=O)[O-])cc1Cl,-0.9

Back to the main list, starting 2 compounds before the break.
SMILES	Lipid storage S3	Lipid storage S3 cell count max
COc1cc2nc(NC(=O)c3ccc(Cl)cc3)[nH]c(=O)c2cc1OC	u	x
CCOc1ccc(S(=O)(=O)NCc2ccccn2)c(C)c1C	-4.0%	-18.3
Cc1cc(C)cc(N(C(=O)c2cc3ccccc3oc2=O)C2C=CS(=O)(=O)C2)c1 (configuration not stated)	-7.2%	-14.9
NNc1nc2sc3c(c2c(=O)n1Cc1ccccc1)CCC3	14.0%	7.1
O=C(N/N=C/c1cn(CCOc2ccccc2)c2ccccc12)c1ccncc1	u	x
COc1ccc(CNC(=O)CN(C(=O)c2csnn2)c2cnc3ccccc3c2)cc1	u	x
COc1cccc(NC(=O)CSc2nc(=O)n(CCN(C)C)c3c2CCCC3)c1	u	x
CS(=O)(=O)c1ccccc1-c1nnc(NC(=O)c2ccco2)o1	u	x
COc1ccc(-n2ncc3c(NCc4cccnc4)ncnc32)cc1	-11.6%	-6.4
CCN(CC)C(CNC(=O)CSc1nnnn1-c1c(C)cccc1C)c1ccco1 (configuration not stated)	25.9%	-7.3
Cc1ccc(NC(=O)CCC(=O)c2cccs2)cc1F	u	x
CC(=O)N1CN(Cc2ccccn2)Cc2c1sc1c2CCCC1	u	x

Copied from the list:
Under Lipid storage S3, `NNc1nc2sc3c(c2c(=O)n1Cc1ccccc1)CCC3` is listed with 14.0%
Under Lipid storage S3 cell count max, `Cc1cc(C)cc(N(C(=O)c2cc3ccccc3oc2=O)C2C=CS(=O)(=O)C2)c1` (configuration not stated) is listed with -14.9
Under Lipid storage S3 cell count max, `COc1ccc(-n2ncc3c(NCc4cccnc4)ncnc32)cc1` is listed with -6.4

(list continues)
SMILES	Lipid storage S3	Lipid storage S3 cell count max
Cc1c(O)nc2sc3ccccc3n2c1=O	-6.7%	x
Cc1c(C(=O)NCc2ccccn2)oc2c(Cl)cccc12	u	x
O=C1/C(=C/c2ccco2)SC(=S)N1C1CCS(=O)(=O)C1 (configuration not stated)	u	x
Cc1nnc(NC(=O)c2ccc(Br)o2)s1	i	11.5
COc1cccc(NC(=O)c2ccc(Cn3cc([N+](=O)[O-])cn3)o2)c1	u	x
CCc1ccc(CN(C)C(=O)C2CCC(=O)N(Cc3ccccn3)C2)cc1 (configuration not stated)	i	-0.4
C/C(Cl)=C\Cn1c(O)c(N=O)c2ccccc21	u	x
O=C(NCc1ccco1)C(=O)NCC1OCCCN1S(=O)(=O)c1ccccc1 (configuration not stated)	-12.8%	-4.4
CN(C)S(=O)(=O)c1ccc2nc(NC(=O)c3cccs3)sc2c1	u	x
CSc1ccc(OC2CCCCC2NS(=O)(=O)c2ccccc2)cc1 (configuration not stated)	u	x
O=C(/C=C/c1cccs1)NNC(=O)c1ccccc1	u	x
Cc1n[nH]c(=S)n1/N=C/c1cccc(OCc2ccccc2)c1	u	x
CC12CN3CCN(CC(C3)C1(O)CN1CCCCC1)C2 (configuration not stated)	-5.9%	-4.0
O=C(Nc1cccc2ccccc12)c1cnccn1	u	x
CCOc1ccc(NC(=O)CCN2CCCCC2)cc1	-2.9%	9.2
COc1ccc(C2/C=C\CN(CC(C)C)CC(=O)N2Cc2ccc(F)cc2)cc1 (configuration not stated)	u	x
CCOC(=O)N1CCN(S(=O)(=O)c2ccc(C(=O)Nc3nnc(C4CC4)o3)cc2)CC1	u	x
Cc1cc(-c2ccccc2)nc(N/N=C/c2ccc(O)cc2)n1	u	x
CCOCCCNC(=O)C1CC(=O)N(CCc2ccc(C)cc2)C1 (configuration not stated)	u	x
Cc1cc(NC(=O)CSc2nnc(C3COc4ccccc4O3)n2N)no1 (configuration not stated)	8.7%	-0.3
